S3 lipid droplet = qHTS Assay for Lipid Storage Modulators in Drosophila S3 Cells; Potency in µM for hits, for the others lipid storage change, negative = inhibition, % at the top dose, mostly 46.1 µM; Drosophila S3 cells, BODIPY lipid droplet fluorescence, 18-24 h; cells fed with added oleic acid; 0.64% of 320,000 active; AID 2685; active means well fitted inhibition curve with a large enough effect in the signal ratio, with a control signal flat, not every such curve was filed as active; inconclusive means small, poorly fitted or top-dose-only effect, or effect the other way, or a change in a side signal; the % refers to the signal ratio
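Drosophila S3 cells got compounds at several concentrations plus oleic acid (400 uM solution). Laser-scanning cytometry with 488 nm excitation read lipid droplets at 500-530 nm and cells at 575-640 nm. Percent activity was relative to 20 uM Triacsin C.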
S3 lipid droplet cell count max = second read-out of S3 lipid droplet, no call of its own (marks repeat the call); cell number change, %; measured here: cell count max response;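 cells counted by Cell Tracker Red CMTPX staining in the red channel; peak over a dose series mostly up to 46.1 µM; percent activity relative to internal control wells on each plate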
The depositor's hits bear a star; i = inactive; ? = inconclusive; · = not tested or not shown; [ ] = dose if it differs, or a comment. On the % scale 0 is the no-effect control and ±100 the full control effect; potency means the concentration at half of the fitted maximal effect.

Fields – S3 lipid droplet | S3 lipid droplet cell count max
1: COc1cccc(-n2cnnn2)c1
 : ? | ·
2: CCn1c(SCC(=O)Nc2oc(C)c3c(C)n[nH]c(=O)c23)nc2sc(C)c(C)c2c1=O
 : ? | ·
3: O=C(CN1C(=O)NC2(CCCCCC2)C1=O)N1CCN(c2ccccc2)CC1
 : ? | ·
4: O=[N+]([O-])c1ccc(N2CCN(C(=S)Nc3ccc(F)cc3F)CC2)cc1
 : ? | ·
5: COc1ccc(C(=O)NNC2=NCCCCC2)cc1
 : ? | ·
6: COc1c(C)cccc1C(=O)Nc1ccc(N2CCN(S(C)(=O)=O)CC2)cc1
 : ? | ·
7: O=C(CN1c2ccccc2Sc2ccccc21)N/N=C/c1ccccc1
 : 4% | 1
8: Cc1cc(C)cc(N(CCC#N)C(=O)CSC2=Nc3ccccc3C3CC=NN23)c1 (stereo not given)
 : i | ·
9: O=C(Nc1nccs1)c1ccc(-c2cccc([N+](=O)[O-])c2)o1
 : 3% | ·
10: CC(C)N(Cc1ccccc1)C(=O)C1CCCN(c2ncnc3c2nc2n3CCCCC2)C1 (stereo not given)
 : ? | ·
11: O=C(NCC(=O)N(Cc1ccco1)C(C(=O)NC1CCCC1)c1ccncc1)c1cccs1 (stereo not given)
 : 0% | -12
12: COCCNC(=O)C1CC(c2ccc(F)cc2)=NO1 (stereo not given)
 : ? | ·
13: CCCOC(=O)Cc1c(O)c2ccccc2[nH]c1=O
 : ? | ·
14: Cc1cc(NC(=O)Nc2ccc(Cl)cc2)no1
 : 19% | -14
15: CCSc1nnc(NC(=O)CSc2nc(CC)nc3c2c(=O)n(C)c(=O)n3C)s1
 : ? | ·
16: O=C(CN1CCCc2ccccc21)NC(=O)NCc1ccco1
 : i | 16
17: CC(NC(=O)c1cc(S(=O)(=O)N2CCOCC2)ccc1N1CCCC1)c1ccc(Cl)c(Cl)c1 (stereo not given)
 : i[0.0737 µM] | ·
18: COc1ccc(Cl)cc1NC(=O)CSc1nc2ccsc2c(=O)n1CC1CCC(C(=O)O)CC1 (stereo not given)
 : ? | ·
19: CCOC(CC(=O)NNC(=O)c1c(-c2c(Cl)cccc2Cl)noc1C)OCC
 : 1% | ·
20: O=C(NNC(=O)c1cccnc1)Nc1ccc(Cl)c(Cl)c1
 : 20% | -1
21: COc1ccc(/C=[N+](\[O-])C2N(c3ccccc3)C(=S)SC2(C)C)cc1OC (stereo not given)
 : 14% | -2
22: Cc1cc2ccc3ccccc3c2cc1CN(C)C
 : 5% | -9
23: COC(=O)c1ccc(S(=O)(=O)N2CCN(C)CC2)n1C
 : ? | ·
24: Cc1ccc(CNC(=O)CSc2nc3[nH]ncc3c(=O)[nH]2)cc1
 : ? | ·
25: COc1ccccc1CN1CCN(Cc2nc(-c3ccc(C)cc3)oc2C)CC1
 : ? | ·
26: COc1ccc(N(CC(=O)Nc2ccccc2OC)S(=O)(=O)c2ccccc2)cc1Cl
 : ? | ·
27: Cc1ccc(N(CC(O)CN2CCCC2)S(=O)(=O)c2ccccc2)cc1 (stereo not given)
 : ? | ·
28: COc1ccc(-c2nn(-c3ccccc3)cc2/C=N/O)cc1
 : ? | ·
29: COc1ccc(NC(=O)CN(C)C(=O)c2ccccc2CCc2ccccc2)cc1
 : ? | ·
30: COc1ccc(C(=O)c2cn(CC(=O)Nc3cc(OC)cc(OC)c3)c3ccc(OC)cc3c2=O)cc1
 : ? | ·
31: O=C(NC(Cc1ccccc1)C(=O)N1CCCC(C(F)(F)F)C1)c1ccccc1 (stereo not given)
 : ? | ·
32: Cc1cccc(OCC(=O)NNC(=O)c2cc(S(=O)(=O)N(C)C)ccc2N2CCCC2)c1
 : ? | ·
33: O=S(=O)(c1ccc(SCc2cccc(Cl)c2)nc1)N1CCCC1
 : ? | ·
34: CCC1(c2ccccc2)NC(=O)N(CC(=O)Nc2ccc3c(C)cc(=O)oc3c2)C1=O (stereo not given)
 : ? | ·
35: Cc1cc(NC(=O)C(C)SCC(=O)N(C)CC(=O)Nc2ccc(F)cc2)no1 (stereo not given)
 : 5% | -21
36: COCC(=O)N1CCCC(C(=O)c2ccc(C(F)(F)F)cc2)C1 (stereo not given)
 : ? | ·
37: Cn1c(C(=O)O)cc2cc(F)ccc21
 : ? | ·
38: COc1cccc(N/C(SCc2ccccc2Cl)=C(/C#N)C(=O)NCc2cccs2)c1
 : ? | ·
39: CCOC(=O)c1ccc(N2C(=O)CC(N3CCN(Cc4ccccc4)CC3)C2=O)cc1 (stereo not given)
 : ? | ·
40: CC(O)CSc1nc2c(c(=O)n(C)c(=O)n2C)n1CCCc1ccccc1 (stereo not given)
 : 14% | -2
41: CC1=CS(=O)(=O)CC1Sc1nc2ccccc2[nH]1 (stereo not given)
 : 7% | 4
42: O=C(N/N=C/c1cccc(O)c1)c1csc2ccccc12
 : ? | ·
43: COC(=O)Nc1ccc(SCC(=O)c2ccccc2)cc1
 : ? | ·
44: COc1ccc(N2CCN(C(=O)COC(=O)CNC(=O)c3cccc(OC(F)F)c3)CC2)cc1
 : -15% | 11
45: O=C(NCc1cccs1)C(Cc1ccccc1)n1cccc1 (stereo not given)
 : i | ·
46: CCOC(=O)C1CCN(CCC(=O)Nc2cccc(Cl)c2C)CC1
 : 16% | 3
47: Cc1ccc(NC(=O)c2cc(-c3ccccc3O)n[nH]2)cc1C
 : 12% | ·
48: Cc1nn(-c2ccccc2)c2nc(N)c(C#N)c(-c3ccc(F)cc3)c12
 : i | ·
49: O=C(OCC(=O)N1CCCc2ccccc21)c1cccnc1Cl
 : 5% | 14
50: CC(C)(COC(=O)Nc1ccccc1)COC(=O)Nc1ccccc1
 : 21% | 11
51: O=CNCc1nc2ccccc2n1CCc1ccccc1
 : 9% | 1
52: CC(=O)N1c2c(cc(Br)cc2S(=O)(=O)NCc2ccccc2)CC1C (stereo not given)
 : i | 10
53: Cc1c(NC(=O)CN2C(=O)NC(C)(c3ccc4c(c3)OCCO4)C2=O)c(=O)n(-c2ccccc2)n1C (stereo not given)
 : 10% | 1
54: Cc1cc(NS(=O)(=O)c2ccc(NC(=O)c3ccoc3C)cc2)nc(C)n1
 : 28% | 21
55: COc1ccc(-c2nc(-c3ccccc3)nc(Cl)c2C#N)cc1
 : -4% | 9
56: Cc1cccc(Cn2c(O)c(N=NC(=S)Nc3ccccc3F)c3ccccc32)c1
 : ? | ·
57: CCC(C)[C@H](NC(=O)NCc1ccccc1Cl)C(=O)O (stereo not given in full)
 : 29µM* | -0.1*
58: CC(O)c1c(OCc2ccccc2)ncnc1OCc1ccccc1 (stereo not given)
 : ? | ·
59: CCc1ccc(CN(C)C(=O)CCc2nnc(Cc3cccc(C)c3)o2)nc1
 : 16% | 14
60: CCN(CC)C(=O)CSc1nc(N)c2c3c(sc2n1)CC(C)CC3 (stereo not given)
 : ? | ·

Compound profiles, from the list above:
`Cc1cc(C)cc(N(CCC#N)C(=O)CSC2=Nc3ccccc3C3CC=NN23)c1` (stereo not given) reads S3 lipid droplet: i; S3 lipid droplet cell count max: ·
`Cc1cc2ccc3ccccc3c2cc1CN(C)C` reads S3 lipid droplet: 5%; S3 lipid droplet cell count max: -9

Numbers 31–35, reprinted for reference:
Fields – S3 lipid droplet | S3 lipid droplet cell count max
31: O=C(NC(Cc1ccccc1)C(=O)N1CCCC(C(F)(F)F)C1)c1ccccc1 (stereo not given)
 : ? | ·
32: Cc1cccc(OCC(=O)NNC(=O)c2cc(S(=O)(=O)N(C)C)ccc2N2CCCC2)c1
 : ? | ·
33: O=S(=O)(c1ccc(SCc2cccc(Cl)c2)nc1)N1CCCC1
 : ? | ·
34: CCC1(c2ccccc2)NC(=O)N(CC(=O)Nc2ccc3c(C)cc(=O)oc3c2)C1=O (stereo not given)
 : ? | ·
35: Cc1cc(NC(=O)C(C)SCC(=O)N(C)CC(=O)Nc2ccc(F)cc2)no1 (stereo not given)
 : 5% | -21

(listing goes on)
Fields – S3 lipid droplet | S3 lipid droplet cell count max
61: CC1(C)CC2CC(C)(CN2C(=O)COC(=O)c2cccc(O)c2)C1 (stereo not given)
 : ? | ·
62: COc1ccc(S(=O)(=O)NCc2csc(C)n2)cc1OC
 : ? | ·
63: COc1cccc2sc(N(CCCN(C)C)C(=O)c3sc4ccccc4c3Cl)nc12
 : -10% | -18
64: CCc1nnc(NC(=O)CCC(=O)NCCc2ccccc2)s1
 : ? | ·
65: O=C(Nc1nnc(-c2ccc3c(c2)CCCC3)o1)c1ccccc1
 : ? | ·
66: Cc1ccc(C2/C(=C(/O)c3ccc(OC(C)C)cc3)C(=O)C(=O)N2CCN2CCOCC2)cc1 (stereo not given)
 : 11% | -3
67: COc1ccc(-c2[nH]c3ccccc3c2SCCNC(=O)c2cc3ccccc3oc2=O)cc1
 : 28% | 5
68: O=C(Nc1ccc(N2CCN(C(=O)c3ccc(Cl)cc3)CC2)cc1)c1ccc([N+](=O)[O-])o1
 : ? | ·
69: COc1cc(NC(=O)c2cccc([N+](=O)[O-])c2)ccc1NC(=O)c1ccco1
 : -18% | -8
70: Cc1cc(OCC(=O)N2CCN(c3ncccn3)CC2)ccc1Cl
 : ? | ·
71: Cc1nn(C)c(C(=O)Nc2cccc(Nc3ccccc3)c2)c1[N+](=O)[O-]
 : ? | ·
72: COc1ccccc1C(=O)NNC(=O)c1ccc(Br)cc1
 : 1% | 22
73: CCOc1ccc(N2CC(O)(c3cccs3)[N+]3=C2CCCC3)cc1 (stereo not given)
 : 4% | 14
74: CC(=O)c1cccc(NC(=O)c2cnn(-c3ccccc3)c2C)c1
 : ? | ·
75: CC1=Nn2c(nnc2-c2cc(-c3ccccc3)n[nH]2)SC1
 : 10% | 0
76: O=C(NC(Cc1c[nH]c2ccccc12)C(=O)Nc1ccc(F)c([N+](=O)[O-])c1)c1cccs1 (stereo not given)
 : 9% | -8
77: Cc1c(C(=O)NCCCN2CCOCC2)sc2nc(-c3ccc(F)cc3)cn12
 : -10% | -28
78: N#Cc1ccccc1S(=O)(=O)N1CCN(C(=O)c2cc(-c3ccccc3)nn2-c2ccccc2)CC1
 : ? | ·
79: COc1ccc(NC(=O)COC(=O)c2c(F)cccc2Cl)cc1OC
 : i | ·
80: COc1ccc(C(=O)OCC(=O)NCC2CCCO2)cc1[N+](=O)[O-] (stereo not given)
 : i | ·
81: O=C(NN=C1CCCCCC1)c1ccc(Br)o1
 : ? | ·
82: O=C(NCCCN1CCOCC1)c1ccc(Sc2ccc(F)cc2)c([N+](=O)[O-])c1
 : 28% | 7
83: COc1ccc(CCNC(=O)c2ccc3nc(-c4ccco4)c(-c4ccco4)nc3c2)cc1OC
 : ? | ·
84: CCN(CC)S(=O)(=O)c1ccc(Br)c(OC)c1
 : ? | ·
85: CCS(=O)(=O)Nc1cccc(C2=NN(S(C)(=O)=O)C(c3ccccc3)C2)c1 (stereo not given)
 : 4% | -3
86: COc1cc(C(=O)N2CCN(c3cc(Cl)ccc3Cl)CC2)cc(OC)c1OC
 : ? | ·
87: O=C(NC1CCCCC1)C(c1ccncc1)N(C(=O)c1csnn1)c1ccc(F)cc1 (stereo not given)
 : 3% | -6
88: O=C(CSc1nnc(-c2cccc(S(=O)(=O)N3CCCC3)c2)n1-c1ccccc1)Nc1cccc(C(=O)O)c1
 : 8% | -9
89: Cc1sc(NC(=O)Nc2ccccc2)c(C(N)=O)c1C
 : 8% | -2
90: CCCc1cc(N2CCOCC2)n2ncc(-c3ccccc3)c2n1
 : i | ·
91: COc1ccc2nc(C)cc(Nc3cccc(C(=O)O)c3)c2c1
 : ? | ·
92: COC(=O)N/N=C/c1cc(C)n(-c2cccc3ccccc23)c1C
 : ? | ·
93: COc1cccc(CNc2ccc(N3CCCCC3)cc2)c1OC
 : ? | ·
94: O=C(COc1ccc(-c2ccccc2)cc1)NNC(=O)Nc1ccccc1
 : ? | ·
95: COc1ccc(Nc2nnc(Cc3ccccc3)c(=O)[nH]2)c(OC)c1
 : -17% | -19
96: O=C(COC(=O)c1cc(-c2cccs2)nc2ccccc12)NC1CCS(=O)(=O)C1 (stereo not given)
 : 5% | 6
97: Cc1cc(C)n(CC(C)O)c(=O)c1C#N (stereo not given)
 : ? | ·
98: O=S(=O)(Nc1ccc(-c2ccc3nncn3n2)cc1)c1ccccc1F
 : 27% | 10
99: NC(=NCCc1c[nH]c2ccccc12)NC(=O)c1ccc(Cl)cc1
 : ? | ·
100: COc1cc(CO)cc(-c2cc(CO)cc(OC)c2OC)c1OC
 : 11% | -180
101: CCOc1ccc(-c2csc(NC(=O)c3ccc(S(=O)(=O)N4CCc5ccccc5C4)cc3)n2)cc1
 : ? | ·
102: CCOC(=O)c1ccc(OCCOc2cccc(C)c2)cc1
 : ? | ·
103: Cc1ccc(NC2=C(Cl)C(=O)OC2OC(=O)c2ccccc2C)cc1 (stereo not given)
 : ? | ·
104: O=C(N/N=C/c1sc(N2CCCCC2)nc1-c1cccs1)C1CC1
 : ? | ·
105: COc1ccc(-c2c(C)n([O-])c3c([n+]2=O)CCCCC3)cc1
 : ? | ·
106: CCOC(=O)c1cnc(Nc2nc3ccccc3o2)nc1CN1CCN(C)CC1
 : ? | ·
107: CCCCCCCN1C2=NCCCN2c2ccccc21
 : 11% | -1
108: COc1ccccc1NC(=S)NCc1cccs1
 : 0% | 4
109: COCCN1C(=O)N(c2ccc(OC)cc2)C(=O)C1CC(=O)Nc1cccc(F)c1 (stereo not given)
 : ? | ·
110: COc1cc(OC)cc(C(=O)NC(C(=O)Nc2ccc3c(c2)OCO3)C(C)C)c1 (stereo not given)
 : 9% | 10
111: CCCCCCC1/C(=N\NC(=O)c2ccccc2)CCC1C(=O)OC (stereo not given)
 : ? | ·
112: COc1ccc(NC(=O)CSc2nnc(-c3cccnc3)o2)cc1
 : i | ·
113: Cc1ccc(S(=O)(=O)NCC(=O)OC(C)C(=O)NC(=O)NC2CCCCC2)cc1C (stereo not given)
 : ? | ·

Screens from PubChem BioAssay.

These rows are one share of the data; count on the stated rates, not on these rows.
